GLD-1 RNA inh = GLD-1-TGE RNA interaction inhibition (C. elegans). Q17339. purified GLD-1 + fluorescein TGE RNA, fluorescence polarization. inhibition, % at 5.96 µM. 320,000 compounds, 0.44% hits. AID 2280;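 active = percent inhibition above a per-plate cutoff, the plate mean of test compounds plus 3 SD, cut at about 30% in these data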;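 note: 0% = DMSO wells with GLD-1 and probe and 100% = wells lacking GLD-1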
MEX-5 binding = C. elegans MEX-5 TCR-2 RNA binding activity. Q9XUB2. MEX-5/FITC-TCR2 RNA binding, fluorescence polarization; hits give low values. activity score (negative = inhibition of binding), % at 10 µM. 300,000 compounds, 0.38% hits. AID 1832;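 active = inhibition past about -25% in most replicates, and total fluorescence under double the plate's negative control median, limit read from the data; inconclusive = replicates evenly split on the limit, or fluorescence at least double controls; inactive = too little inhibition in most replicates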;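 note: 0% = DMSO and -100% = 5 µM competing unlabeled TCR2 RNA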
MCL1 BIM primary = MCL1-BIM-BH3 interaction inhibition (human); Q07820; GST-MCL1 / FITC-Bim-BH3 fluorescence polarization; inhibition, % at 10.9 µM; 320,000 compounds, 0.68% hits; AID 2057;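 active = inhibition above the mean inhibition of all tested compounds plus 3 SD, set per campaign, cut at about 40% in these data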;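 note: 0% = DMSO wells and 100% = unlabeled Bim-BH3 peptide control; higher means more loss of mP so more displacement of Bim peptide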
CIT2 TOR yeast = yeast TOR pathway CIT2-GFP modulation | S. cerevisiae CIT2-GFP strain, flow cytometry, 3 h; 100 means same as DMSO wells | GFP response vs DMSO, % at 10 µM | 320,000 compounds, 0.065% hits;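 active = GFP response relative to DMSO above a set limit, near the screen mean plus 3 SD, cut at about 150% in these data; inconclusive = Fewer than 70 cells measured for a yeast strain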;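 note: ratio of well median GFP fluorescence to mean of DMSO wells on the plate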
AGP1-GFP MLPCN = modulators of TOR pathway AGP1-GFP in S. cerevisiae. S. cerevisiae AGP1-GFP multiplex flow cytometry, 3 h; GFP as percent of DMSO wells. GFP response vs DMSO, % at 10 µM. 320,000 compounds, 0.02% hits. AID 2066;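 active = GFP response relative to DMSO above a set limit, near screen average plus 3 SD, cut at about 150% in these data; inconclusive = fewer than 70 cells counted for the yeast strain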;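 note: median GFP channel fluorescence of the gated AGP1 strain per well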
Bcl-xL primary = inhibitors of human Bcl-xL; GST-Bcl-xL / FITC-Bim BH3 peptide fluorescence polarization; Q07817; 320,000 compounds, 0.7% hits; inhibition, % at 10.9 µM; AID 2129;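 active = inhibition above the mean of all tested compounds plus 3 SD, cutoff set per campaign, cut at about 30% in these data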;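 note: 0% = DMSO wells and 100% = unlabeled Bim-BH3 peptide competitor; inhibitors lower millipolarization by displacing the labeled peptide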
Target sequence (Q07817 whole entry, looked up): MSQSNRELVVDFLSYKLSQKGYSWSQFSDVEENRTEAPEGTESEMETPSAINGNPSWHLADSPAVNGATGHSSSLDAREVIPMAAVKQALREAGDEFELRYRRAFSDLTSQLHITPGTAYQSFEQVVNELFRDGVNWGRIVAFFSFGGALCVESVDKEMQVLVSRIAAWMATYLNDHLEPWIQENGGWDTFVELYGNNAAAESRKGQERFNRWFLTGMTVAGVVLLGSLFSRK
GRK2 aptamer HTS = blocks RNA aptamer binding to human GRK2 | AID 488847 | P25098 | inhibition of aptamer binding, % at 10 µM | bead flow cytometry, FAM-aptamer displacement from GRK2 | 330,000 compounds, 0.59% hits;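 active = inhibition of aptamer binding above 40%, roughly 3 SD of noise, on plates passing a quality check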;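 note: median bead fluorescence of bound FAM aptamer so fluorescent compounds give negative values; no value below 0 was filed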
Target sequence (P25098 whole entry, looked up): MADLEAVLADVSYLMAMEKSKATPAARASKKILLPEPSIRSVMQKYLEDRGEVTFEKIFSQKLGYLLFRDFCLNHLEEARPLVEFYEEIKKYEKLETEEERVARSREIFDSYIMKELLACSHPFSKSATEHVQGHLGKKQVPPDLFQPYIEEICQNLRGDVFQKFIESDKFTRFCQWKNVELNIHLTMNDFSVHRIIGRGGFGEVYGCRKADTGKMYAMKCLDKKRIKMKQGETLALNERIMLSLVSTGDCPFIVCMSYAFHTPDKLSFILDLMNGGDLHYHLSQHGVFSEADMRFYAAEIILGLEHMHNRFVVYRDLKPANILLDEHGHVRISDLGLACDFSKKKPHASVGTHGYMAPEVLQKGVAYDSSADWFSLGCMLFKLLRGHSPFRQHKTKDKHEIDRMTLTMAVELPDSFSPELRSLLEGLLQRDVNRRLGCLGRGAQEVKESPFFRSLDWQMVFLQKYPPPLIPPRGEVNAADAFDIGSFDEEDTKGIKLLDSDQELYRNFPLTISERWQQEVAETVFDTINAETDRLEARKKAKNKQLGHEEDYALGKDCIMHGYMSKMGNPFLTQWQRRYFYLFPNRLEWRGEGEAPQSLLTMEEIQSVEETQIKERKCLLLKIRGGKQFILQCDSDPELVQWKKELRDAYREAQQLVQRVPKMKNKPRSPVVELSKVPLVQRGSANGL
Yeast superoxide = caloric restriction mimetics inhibiting age-related superoxide in yeast; superoxide response (% of plate mean), % at 10 µM; AID 2690; S. cerevisiae aged cells, superoxide DHE fluorescence; hits give low values; 330,000 compounds, 0.18% hits;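 active = superoxide response under a set limit, about three screen SD below normal, cut at about 65% in these data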;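 note: yeast aged for seven days with compound at 30 °C before DHE staining; 100% = average MFI of all compound-treated wells on the plate with controls excluded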
VLA-4 inh = inhibition in a human VLA-4 binding assay; VLA-4 expressing cells, ligand binding flow cytometry; inhibition, % (about 7 µM as worked out from the volumes in the protocol); P13612; 330,000 compounds, 0.2% hits; in the data active = inhibition above about 50%
An asterisk follows results filed as active; u = inconclusive; x = not tested or not shown; [ ] = dose if it differs, or a comment.

SMILES	GLD-1 RNA inh	MEX-5 binding	MCL1 BIM primary	CIT2 TOR yeast	AGP1-GFP MLPCN	Bcl-xL primary	GRK2 aptamer HTS	Yeast superoxide	VLA-4 inh
Cc1ccc(S(=O)(=O)Cc2cccc(C(=O)N3CCOCC3)c2)cc1	10	-0.6	-1	114	109	2	0	100	0
Cc1ccccc1CNC1CCCCC1	0	1.8	-11	106	109	-3	0	108	-2
COc1nnc(-c2ccc(C)c(S(=O)(=O)NCC3CCCO3)c2)c2ccccc12 (stereo not given)	5	0.4	2	107	98	3	0	109	5
COC(=O)c1cc(CNC(=O)CC(C)c2ccccc2)ccc1OC (stereo not given)	32*	-2.4	1	102	103	5	0	108	49
O=C(O)C1C2C=CC(C2)C1C(=O)NCc1cccnc1 (stereo not given)	4	3.7	3	94	97	8	0	105	-1
Cc1cc(=O)oc2c3c4c(cc12)OCCN4CCC3	-7	-15	64*	80	x	60*	2	98	-18
O=[N+]([O-])c1ccc2c(c1)S(=O)c1ccccc1-2 (stereo not given)	-1	-2.2	8	93	97	7	0	123	32
O=C1CN(S(=O)(=O)c2ccc(Br)cc2)c2ccccc2N1	7	1.0	27	102	105	0	0	100	9
O=C(CCCNC(=O)c1ccc(Cl)cc1)OCc1cccc(Br)c1	2	-2.5	-24	80	90	-15	0	84	35
COc1ccc(C/C(N)=N/OC(=O)Cc2ccccc2)cc1OC	1	-2.9	2	96	94	-5	0	112	2
CCOC(=O)c1c(C)nc2sc3c(=O)n(-c4ccc(C(C)=O)cc4)cnc3c2c1-c1ccc(Cl)cc1	4	0.6	3	105	106	2	3	114	10
COc1ccc(C(=O)CC(=O)O)c2c1C=CC(C)(C)O2	2	-1.5	-2	95	108	1	2	76	-12
CC(=O)c1ccc(NC(=O)C2CCCC2)cc1	x	3.3	x	105	98	x	0	101	1
CCOCCCNC(=O)CCNC(=O)c1cc(OC)c(OC)c(OC)c1	6	0.5	5	106	101	3	0	109	7
Cc1c(CCC(=O)N2CCC(C(=O)O)(c3ccccc3)CC2)c(=O)oc2cc3oc4c(c3cc12)CCCC4	-9	0.3	8	105	96	9	5	84	-18
COc1ccc(NC(=O)CN(C)C(=O)c2cccc(S(=O)(=O)N3CC4(C)CC3CC(C)(C)C4)c2)cc1 (stereo not given)	9	-2.7	-2	100	96	1	3	96	8
Clc1ccc(CN=C2Nc3ccccc3CS2)cc1	7	0.6	6	91	98	4	2	89	12
CCCCn1c(CCC(=O)O)nc2cc(S(=O)(=O)N3CCCC3)ccc21	3	x	x	103	97	x	0	109	5
CCn1c(=O)c(C(=O)NNC(=O)c2cccc(Cl)c2)c(O)c2ccccc21	6	-1.2	4	128	71	1	54*	125	-1
CC1S/C(=N/N=C2CCCCC2)NC1=O (stereo not given)	1	0.9	2	104	107	0	0	106	9

The listing continues:
SMILES	GLD-1 RNA inh	MEX-5 binding	MCL1 BIM primary	CIT2 TOR yeast	AGP1-GFP MLPCN	Bcl-xL primary	GRK2 aptamer HTS	Yeast superoxide	VLA-4 inh
CN(C)c1ccc(C2Nc3ccccc3C(=O)N2NS(C)(=O)=O)cc1 (stereo not given)	x	1.7	x	94	101	x	2	100	17
c1ccc2sc(-c3ccc4c(c3)OCO4)nc2c1	-3	x	9	99	97	7	3	95	8
Cc1ccc2[nH]c(=O)c(CN(CC3CCCO3)C(=S)NCc3ccco3)cc2c1 (stereo not given)	0	-0.1	5	100	97	4	4	93	1
CCOc1cccc2sc(N(CCN(CC)CC)C(=O)c3ccc(S(=O)(=O)N4CCCCC4)cc3)nc12	-1	2.9	4	98	96	1	0	90	5
COc1ccc(CCNC(=O)[C@@H](NC(N)=O)C(C)C)cc1	-1	1.3	-7	90	97	-5	3	99	3
Cn1ccnc1SCCNC(=O)CCc1nnc(CCc2ccccc2)o1	-9	3.5	12	100	102	3	0	92	5
CCC(C)NC(=O)c1cc2cc3ccc(OC)cc3nc2s1 (stereo not given)	-6	-1.6	1	91	95	7	35	97	3
Cc1ccc(-c2c[n+](CC(=O)Nc3nc(-c4ccc(F)cc4)cs3)c3n2CCC3)cc1	-3	0.7	-2	104	101	3	0	111	3
CCCCCCCc1ccc(C2NC(=S)NC3=C2C(=O)c2ccccc23)cc1 (stereo not given)	0	1.5	4	106	97	4	1	110	8
COC(=O)/C(=C\Nc1ccccc1N)c1ncc(C(F)(F)F)cc1Cl	-1	3.2	1	104	101	-2	1	89	-3
Cc1nc(CSc2ccccc2)cc(=O)[nH]1	3	-1.9	5	103	99	0	0	90	-1
COCCc1nnc(NC(=O)C(C)C)s1	7	-1.1	0	x	x	5	1	117	16
O=C(NCc1ccccc1)C1=C[C@H](C2CC2)C[C@H](OCCCCO)O1	7	2.4	-1	96	78	-1	3	102	2
CC(C)C1=NN(C(=O)c2ccccc2)C(O)(C(C)(C)C)C1 (stereo not given)	-2	0.5	8	94	90	0	14	107	5
Cn1c(C(C(=O)NCC2CCCO2)N(C(=O)Cn2nnc3ccccc32)C2CCCCC2)nc2ccccc21 (stereo not given)	-5	0.1	-3	98	98	1	0	97	2
CCOC(=O)NC(NCc1cccc(C(F)(F)F)c1)(C(F)(F)F)C(F)(F)F	5	-2.1	6	91	100	0	0	96	4
CC(O/N=C(\N)c1ccccc1)C(=O)Nc1cccc(C(F)(F)F)c1 (stereo not given)	2	x	x	77	94	x	1	89	13
Cc1ccc(Oc2nc(CN3CCOCC3)nc3sc4c(c23)CCC(C)C4)cc1 (stereo not given)	-3	0.7	0	102	87	3	1	94	-9
COc1ccc(N(CC(=O)Nc2cc(C)ccc2OC)S(=O)(=O)c2c(C)noc2C)cc1	5	-1.0	4	95	95	5	2	106	7
CS(=O)(=O)c1ccc(-c2cccc(NC(=O)COc3ccccc3)c2)nn1	1	1.0	-5	107	106	5	0	89	1

Later entries.
SMILES	GLD-1 RNA inh	MEX-5 binding	MCL1 BIM primary	CIT2 TOR yeast	AGP1-GFP MLPCN	Bcl-xL primary	GRK2 aptamer HTS	Yeast superoxide	VLA-4 inh
Nc1ccccc1C#Cc1ccc2[nH]ccc2c1	-7	1.5	2	97	91	3	1	100	-5
Cn1c(N)c(C(=O)NCc2ccccc2)sc1=S	2	0.6	26	114	99	34*	0	104	-10
COc1cc(C(=O)NCc2nnc(SCC(=O)NCCc3ccccc3)o2)cc(OC)c1OC	-5	-1.2	-9	102	98	-3	3	93	3
O=C(O)CCCn1cc(NC(=O)COc2cccc(Cl)c2)cn1	8	-1.1	-3	116	104	2	0	93	-9
COc1ccc(C(CNC(=O)c2ccc(S(=O)(=O)N(C)C)cc2)N(C)C)cc1 (stereo not given)	4	-0.8	-2	88	100	3	0	101	6
COc1ccc(NC(=O)/C(C#N)=C\c2ccc(OCc3ccc(C(=O)O)cc3)c(OC)c2)cc1	-1	-0.1	14	101	105	5	1	102	0
CC(C)COC(=O)NC1c2ccccc2Oc2ccccc21	-6	-1.0	-2	88	101	0	24	97	6
O=C(CSCc1cc(=O)n2ccsc2n1)Nc1ccccc1	-5	3.7	-2	95	95	2	0	101	1
CC1(C)Cc2c(sc(NC(=O)c3ccco3)c2C#N)C(C)(C)N1	11	1.4	1	106	104	1	0	106	-1
CCOc1ccc(CCNC(=O)c2oc3c(c2C)-c2[nH]ncc2CC3)cc1OCC	1	1.0	0	101	100	3	0	104	9
CC1=C(C#N)C(c2cn(-c3ccccc3)nc2-c2cccs2)C(C#N)=C(C)N1	-2	0.5	3	92	96	3	3	104	10
COCCn1c(=O)[nH]c2cc(C(=O)Nc3cc(C)cc(C)c3)ccc2c1=O	1	1.7	3	110	110	6	2	96	-4
COc1ccc(OC)c(C(Nc2ccccc2)P(=O)(OC(C)C)OC(C)C)c1 (stereo not given)	-3	0.7	2	98	103	-4	0	103	31
O=C(O)c1c(Cl)cccc1Cl	-4	x	-5	91	94	0	0	119	14
CCOC(=O)C1CCN(Cc2c(F)cccc2Cl)CC1	0	-1.1	7	105	98	3	0	96	3
Cc1ccc(Oc2ccc(C=O)cn2)cc1	5	0.6	4	102	101	7	6	80	-3
CCOC(=O)c1nn(-c2ccc(Cl)cc2)c(=O)c(C#N)c1C	-2	-0.4	4	105	96	3	5	100	13
COCCCNC(=O)CCc1ccc(S(=O)(=O)Nc2ccc(C)cc2)cc1	6	0.8	5	x	104	3	2	99	17
CCOC(=O)c1sc(-c2ccc(C(F)(F)F)cc2)nc1O	12	-3.5	35	u	26[may fluoresce violet]	36*	0	108	18
CCOC(=O)C1=C(N2CCCCC2)c2cc3c(n2C1=O)CCCC3	-5	-3.4	2	91	93	9	0	90	6

Further entries.
SMILES	GLD-1 RNA inh	MEX-5 binding	MCL1 BIM primary	CIT2 TOR yeast	AGP1-GFP MLPCN	Bcl-xL primary	GRK2 aptamer HTS	Yeast superoxide	VLA-4 inh
CC(C)(C)C1CCc2c(sc(NC(=O)c3ccncc3)c2C(N)=O)C1 (stereo not given)	8	1.4	12	100	100	10	0	130	20
COc1cc(C(=O)NCc2nnc(SCC(=O)N3CCCCC3)o2)cc(OC)c1OC	2	-7.1	-5	100	99	-1	2	105	-1
O=C(NCc1cccnc1)c1cccnc1Sc1ccc(Cl)cc1	0	0.5	-5	105	97	-2	0	87	-1
Cc1nn(CC2CC2)c(=O)n1-c1ccccc1F	-2	-0.3	3	115	112	4	0	106	10
Cc1ccccc1Cn1ccc(-c2ccc(Cl)cc2)c(C#N)c1=O	8	-1.4	3	100	98	5	0	93	-6
CCCCCCSc1ccc([C@H]2N[C@@](CC(C)C)(C(=O)OC)[C@H]3C(=O)N(C)C(=O)[C@@H]23)cc1	1	2.0	-2	94	87	0	0	101	-7
CCOc1ccc2[nH]c(=O)c(CN(Cc3ccc(C)cc3)C(=O)N3CCCC3)cc2c1	1	-5.6	-2	101	105	2	2	102	7
Cc1ccnc(NC(=O)c2cccc([N+](=O)[O-])c2C)c1	-4	-0.7	-9	110	106	0	3	98	-8
COCCn1c(=O)[nH]c2cc(C(=O)N3CCN(c4ccccc4F)CC3)ccc2c1=O	-4	-0.5	4	89	102	1	1	105	-1
COC(=O)c1nnn(-c2nonc2N)c1COc1ccc(C=O)cc1OC	-1	2.6	3	100	100	7	18	108	2
Cc1nc2c3ccccc3nc(NNC(=O)CCC(=O)NCCC(C)C)n2n1	-3	-4.3	11	84	102	5	0	92	-35
CN1CCN(NC(=O)c2cn(-c3ccccc3)nc2-c2cccs2)CC1	-6	0.9	-4	106	94	3	0	109	17
COC(=O)c1ccccc1OCC(=O)N1CCN(c2ccc(OC)cc2)CC1	-1	x	0	105	104	3	4	100	6
CC(NC(=O)Nc1ccccc1C(F)(F)F)C1CCCO1 (stereo not given)	5	1.9	0	92	95	2	0	117	-2
CC(C)(C)c1ccc(NC(=O)COC(=O)CCc2nc3ccccc3c(=O)[nH]2)cc1	-1	0.4	-8	119	115	3	0	108	16
C(=N\N1CCN(C2c3ccccc3-c3ccccc32)CC1)/c1cccnc1	2	0.6	4	88	90	1	4	79	7
Nc1cc(C(F)(F)F)ccc1OCC1CCCO1 (stereo not given)	5	-3.7	7	105	101	4	0	96	14
CC(=O)NC1(C(F)(F)F)C(=O)Nc2c1c(=O)[nH]c(=O)n2CCc1ccccc1 (stereo not given)	1	3.1	1	83	29	1	0	89	-11

Screens (PubChem BioAssay)
